Bioassay records (PubChem)
procasp7 counter: procaspase-7 activators, primary screen, counter-screen for procaspase-3 activator project, biochemical, absorbance, HTS, human; recombinant procaspase-7, Ac-DEVD-pNA absorbance 405 nm; D23A/D198A/D206A triple mutant, cannot self-cleave; scale: DMSO 0, 5 µM enzyme 100; activation, % at 8.5 µM; 0.093% of 330,000 active; AID 463210, 2010;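 active means percent activation above the screen-wide mean plus 3 SD, cut at about 25% in these data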
Target sequence (P55210 whole entry D23A/D198A/D206A): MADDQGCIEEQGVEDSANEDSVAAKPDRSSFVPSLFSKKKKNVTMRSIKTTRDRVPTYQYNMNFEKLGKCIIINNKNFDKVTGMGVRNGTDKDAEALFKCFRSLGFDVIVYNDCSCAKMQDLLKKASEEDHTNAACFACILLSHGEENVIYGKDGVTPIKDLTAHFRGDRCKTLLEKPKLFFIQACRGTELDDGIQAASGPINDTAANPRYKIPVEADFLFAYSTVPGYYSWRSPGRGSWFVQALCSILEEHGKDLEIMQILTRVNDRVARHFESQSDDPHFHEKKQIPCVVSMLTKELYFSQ
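buffer or medium = Zinc-free HEPES/NaCl buffer, pH 7.4 | material = Procaspase-7 triple mutant (PC-7 D3A) | input = 2 µM procaspase-7 mutant as dispensed | signal = Epi-absorbance of released pNA at 405 nm, two timepoints | timing = 1 h preincubation, 2 h reaction | replicates = singlicate compound testing | evaluation = % activation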
procasp3 activ: activators of human procaspase-3 D3A mutant, primary screen, biochemical, absorbance, PC-3 D3A mutant, single concentration | Caspase-3 (Homo sapiens), P42574 | recombinant procaspase-3 D3A, Ac-DEVD-pNA absorbance 405 nm | activation, % at 8.5 µM | 0.11% of 330,000 active | AID 463141, 2010;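 active means activation above the mean of all tested compounds plus 3 SD, cut at about 21% in these data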;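 further: 0% = DMSO alone and 100% = DMSO wells spiked with extra 5 µM PC-3 D3A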
Target sequence (P42574 whole entry D9A/D28A/D175A): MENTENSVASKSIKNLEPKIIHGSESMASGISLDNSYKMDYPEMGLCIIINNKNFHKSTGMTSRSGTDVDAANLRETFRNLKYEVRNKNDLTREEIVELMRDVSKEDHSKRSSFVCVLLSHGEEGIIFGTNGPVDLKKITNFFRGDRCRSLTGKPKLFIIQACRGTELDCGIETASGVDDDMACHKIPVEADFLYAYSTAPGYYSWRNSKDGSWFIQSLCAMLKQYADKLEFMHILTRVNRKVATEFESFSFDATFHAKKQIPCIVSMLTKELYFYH
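assay system = Procaspase-3 D3A mutant | signal = absorbance at 405 nm, 0 and 120 min | times = 1 h preincubation plus 2 h reaction at 25 °C | repeats = single replicate | read-out = % activation between DMSO and enzyme-spiked controls | medium = Zinc-free HEPES saline buffer with Triton X-100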
MEP2 TOR yeast: modulators of MEP2-GFP levels in yeast, primary screen, S. cerevisiae, multiplex flow cytometry, MLPCN library. S. cerevisiae MEP2-GFP strain, 3 h; 100% = DMSO control level. GFP response vs DMSO, % at 10 µM. 0.51% of 330,000 active. AID 2016, 2009;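 active means GFP response versus DMSO above a set limit, roughly screen mean plus 3 SD, cut at about 180% in these data; inconclusive means fewer than 70 cells counted for a yeast strain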;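 further: median GFP fluorescence of the barcode-gated MEP2-GFP cells per well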
GASC-1 inh: inhibitors of GASC-1 histone demethylase, primary screen, biochemical, fluorescence, DELFIA europium. Lysine-specific demethylase 4C (Homo sapiens), Q9H3R0. GST-JMJD2C(1-420) H3K9me3 demethylation. inhibition, % at 2.35 µM. 0.069% of 330,000 active. AID 2099, 2009;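 active means more than half of a compound's replicate wells show inhibition beyond 50%, single wells judged on their own value; inconclusive means some, but no more than half, of replicates pass 50% inhibition; inactive means no replicate passes 50% inhibition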;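 further: signal counts dimethyl H3K9 product captured on neutravidin plate; 0% = median of DMSO wells and 100% = 0.3 times that DMSO median; strong numbers were not always called active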
Target sequence (Q9H3R0 1-420 limits assumed): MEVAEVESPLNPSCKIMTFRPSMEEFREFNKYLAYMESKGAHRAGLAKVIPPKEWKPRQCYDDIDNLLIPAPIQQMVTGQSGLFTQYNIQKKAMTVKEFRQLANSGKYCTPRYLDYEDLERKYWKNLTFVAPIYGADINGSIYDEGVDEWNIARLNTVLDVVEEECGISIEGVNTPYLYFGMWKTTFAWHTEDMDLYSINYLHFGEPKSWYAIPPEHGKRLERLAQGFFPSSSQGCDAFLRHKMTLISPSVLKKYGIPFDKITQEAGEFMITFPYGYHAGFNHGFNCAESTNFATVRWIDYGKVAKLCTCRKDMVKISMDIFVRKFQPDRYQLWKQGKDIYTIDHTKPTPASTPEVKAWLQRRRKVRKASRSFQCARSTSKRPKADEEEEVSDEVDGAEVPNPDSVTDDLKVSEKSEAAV
CR mimetic SO: reduction of superoxide in aged yeast, primary screen, HTS; S. cerevisiae aged cells, superoxide DHE fluorescence; stronger effect = lower value; superoxide response (% of plate mean), % at 10 µM; 0.18% of 330,000 active; AID 2690, 2010;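 active means superoxide response under a set limit, about three screen SD below normal, cut at about 65% in these data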;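 further: yeast aged for seven days with compound at 30 °C before DHE staining; 100% = average MFI of all compound-treated wells on the plate with controls excluded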
AHR activator: AHR activators, primary screen, cell-based, luminescence, luciferase reporter, human | Aryl hydrocarbon receptor (Homo sapiens), P35869 | AHR-responsive luciferase reporter cells | activation, % at 5 µM | 2.5% of 320,000 active | AID 2796, 2010; in the data active means activation above about 47%;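 further: 0% = vehicle wells and 100% = reference agonist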
LAP4 TOR yeast: modulators of LAP4-GFP expression in yeast, primary screen, S. cerevisiae, multiplex flow cytometry, MLPCN library. 3 h; median GFP as percent of DMSO wells. GFP response vs DMSO, % at 10 µM. 0.34% of 320,000 active;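 active means GFP response vs DMSO above a set limit, about the screen mean plus 3 SD, cut at about 150% in these data; inconclusive means under 70 cell events counted for the yeast strain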
RPL19A-GFP yeast: RPL19A-GFP expression modulators in yeast, primary screen, cell-based, S. cerevisiae, multiplex flow cytometry, MLPCN | 0.3% of 330,000 active | percent response vs DMSO, % at 10 µM | S. cerevisiae RPL19A-GFP strain, 3 h; stronger effect = lower value;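 active means percent response vs DMSO below 50%; inconclusive means fewer than 70 events counted for the yeast strain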;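 further: median channel GFP fluorescence of the barcoded RPL19A-GFP strain; ratio of sample median GFP to plate DMSO average so 100% = DMSO; lower means less RPL19A-GFP as with rapamycin TOR inhibition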
The depositor's hits bear a star; ? = inconclusive; · = no result given; & = joins results of further samples; [ ] = remark or other dose.

Compound	GASC-1 inh	procasp7 counter	procasp3 activ	AHR activator	LAP4 TOR yeast	RPL19A-GFP yeast	MEP2 TOR yeast	CR mimetic SO
Cc1cc(OCc2cc(C(=O)N3CCC(Oc4cccnc4)CC3)no2)cc(C)c1Cl	11	7	-2	-4	110	94	92	111
CCc1noc(C)c1C(=O)NCCc1ccccc1	9	6	4	7	100	95	101	106
ClC(CCN1CCN(Cc2ccccc2)CC1)c1ccccc1 (centres undefined)	-5	2	6	-1	96	91	93	108
CC(Oc1ccc(Br)cc1)C(=O)Nc1nnc(C2CC2)s1 (centres undefined)	-6	4	2	0	104	102	115	137
COc1ccc(CN2C(=O)CC(Cc3ccc(C)cc3)C2=O)cc1OC (centres undefined)	-2	16	2	1	110	108	114	93
CCNc1nc(Oc2ccc(=O)n(C)n2)nc(N2CCOCC2)n1	-22	9	3	-1	90	90	98	94
Cc1ccc(C)c(NC(=O)C(=O)NCc2ccccn2)c1	-39	9	0	-9	97	114	105	84
Cc1ccc(C)c(-n2c(SCC(=O)NC(C(=O)O)C(C)C)nnc2-c2cccc(Cl)c2)c1 (centres undefined)	7	-5	7	1	99	99	99	114
CCOC(=O)Cc1csc(NC(=O)Nc2ccc(C)cc2)n1	4	-10	4	1	105	96	96	99
COc1ccc(C)cc1NC(=O)c1cccc(-c2ccc(OC(C)=O)cc2)c1	-5	2	3	1	106	103	105	83
Cc1cc(C)cc(OCc2nnc(SCC(=O)OC3CCCCC3)o2)c1	6	18	8	0	99	100	104	98
CC(C)CCNC(=O)[C@H](CSCc1ccccc1)N1Cc2ccccc2C1=O	19	1	7	-1	105	104	94	94
O=C(NCc1ccccn1)c1ccc(Cl)c(NC2=NC3CS(=O)(=O)CC3S2)c1 (centres undefined)	0	0	-3	0	97	98	98	122
CC(CSc1nc2ccccc2s1)Cn1c(N2CCCC2)nc2c1c(=O)[nH]c(=O)n2C (centres undefined)	-13	11	1	-2	95	96	99	95
O=C1C2=C(c3ccccc31)[N+](=O)C1CCCCC1N2[O-] (centres undefined)	-2	-13	-5	41	92	98	91	116
CCOC(=O)c1ccc(NC(=O)CCc2nc(-c3cccc(C)c3)no2)cc1	-7	9	0	0	104	99	100	123
O=C(NCCc1nnc2ccc(NCC3CCCO3)nn12)c1ccccc1 (centres undefined)	-4	2	0	2	93	91	95	89
Cc1ccc(C(=O)C[n+]2cc(Br)cc(Br)c2)cc1[N+](=O)[O-]	3	3	3	3	106	99	100	105
Cc1ccccc1Cn1c2ccccc2c2cnn(CC(=O)NCCCN3CCN(C)CC3)c(=O)c21	1	-6	6	0	101	103	108	109
COc1cnn(C(C)(C)C)c(=O)c1Cl	-1	5	5	2	101	94	100	92
O=C(COc1ccccc1[N+](=O)[O-])N1CCN(c2ccccn2)CC1	?	2	3	2	104	102	101	97
O=C(CSc1nc(O)cc(=O)[nH]1)N1c2ccccc2CCc2ccccc21	-3	-9	-10	4	101	96	100	103
COC(=O)c1c(C)cc(C)c2c1CC(C)(C)C2=O	-6	-3	-10	4	112	103	99	103
CC(=O)Nc1ccc(NC(=O)CSc2ccc(-c3cccs3)nn2)cc1	5	-5	6	2	96	102	107	105
CCCc1nnc(NC(=O)Cn2c(=O)sc3ccccc32)s1	-3	-2	-5	1	97	98	101	84
COC(=O)c1ccc(N2C(=O)CC(N(C)CCc3ccc(OC)c(OC)c3)C2=O)cc1 (centres undefined)	0	-17	-31	1	122	103	99	85
COc1ccccc1CNC(=O)Cn1c(=O)oc2cc(S(=O)(=O)N3CCCC3)ccc21	-8	4	4	3	102	100	97	108
Cc1ccc(Cl)cc1NC(=O)CN1CCN(S(=O)(=O)N2CCOCC2)CC1	-42	0	4	-1	103	102	99	105
CC(=O)c1ccc(NC(=O)CC2Nc3cccc4cccc(c34)NC2=O)cc1 (centres undefined)	-1	-9	-3	41	98	101	96	109
Cc1c(NC(=O)Nc2ccc3c(c2)OCO3)cccc1[N+](=O)[O-]	14	-26	-15	31	?	67[may fluoresce violet]	?	101
C/C(N)=C(/C#N)C(=O)CSc1nc2ccccc2c(=O)n1-c1ccc(C)cc1	-5	-5	3	6	91	101	103	89
CCN(CC)CCN1C(=O)Cn2c(C)c(C)c3cccc1c32	-18&-4	4&3	5&7	2&11	100&93	100&102	100&105	95&88
CN(C)S(=O)(=O)c1cccc(COC(=O)CCNC(=O)c2ccc([N+](=O)[O-])cc2)c1	·	7	6	1	109	104	106	106
CCOC(=O)C1=C(CC)OC(N)=C(C#N)C1c1cc(OC)ccc1OC (centres undefined)	1	5	-2	1	98	98	102	98
COC(=O)c1ccc(COc2ccc(NC(C)=O)cc2)o1	4	7	-12	0	95	92	92	107
Cc1noc(C)c1COc1cccc(C(=O)OC(C)C#N)c1 (centres undefined)	-6	-3	11	-1	99[may fluoresce violet]	20*[may fluoresce violet]	307*[may fluoresce violet]	110
COC(=O)[C@]1(CC(C)C)N[C@H](c2ccc(-c3ccccc3)cc2)[C@@H]2C(=O)N(C)C(=O)[C@@H]21	·	9	9	2	111	106	102	104
CC1Oc2ccccc2N(CC(=O)N(Cc2ccccc2)Cc2ccccn2)C1=O (centres undefined)	0	13	8	1	96	99	98	103
CCC(CO)Nc1ccc(-c2nn(C)c(=O)c3ccccc23)cc1[N+](=O)[O-] (centres undefined)	-12	6	-2	4	83	104	104	73
O=C(NCCCO)c1ccc(CSc2nc3ccccc3c(=O)[nH]2)cc1	-6	13	8	1	108	94	99	98
O=C(c1ccco1)N1CCN(Cc2ccc(Cl)cc2)CC1	9	-13	7	3	94	102	97	104
CCc1ccc([C@@H]2C[C@H]3CN(Cc4ccccc4OC)C(=O)[C@]34CCCN24)cc1	6	9	0	2	98	102	103	101
N#Cc1ccc(-c2cn3c(n2)SCC3)cc1	-4	·	·	·	110	106	101	101
CCOc1ccc(N(CC(=O)NCc2ccc(F)cc2)C(=O)c2snc(C(N)=O)c2N)cc1	2	-5	-3	1	100	101	102	109
Cc1ccc(-c2csc(N(Cc3ccccc3)C(=O)COc3ccccc3)n2)cc1	-5	-4	-3	1	92	99	99	101
O=C(Cn1ncc2c3ccccc3n(Cc3ccccc3)c2c1=O)NCCCN1CCCC1	-1	16	3	1	95	98	130	135
CN(CCc1ccccn1)Cc1ccc(Cl)cc1Cl	-14	9	-1	-3	106	100	105	102
S=C(NCc1ccc(Cl)cc1Cl)NC1CCCCC1	-17	8	3	1	120	96	97	111
Cn1c(OCc2cccnc2)nc2c1c(=O)n(Cc1ccc(Cl)cc1)c(=O)n2C	5	3	3	13	97	98	104	95
CC1=C(C(=O)Nc2ccccc2C)C(c2cccnc2)n2nc(CCCO)nc2N1 (centres undefined)	3	5	7	2	92	93	106	105
CCn1cc(Cl)c(C(=O)NNC(=O)CCn2nc(C)c([N+](=O)[O-])c2C)n1	3	-1	8	0	99	110	106	109
CCC(=O)NC(=S)Nc1ccc(NC(=O)c2cc3ccccc3o2)c(OC)c1	-3	-1	6	14	106	96	99	99
CCCCOc1ccc(C2C(=O)N(C3CCCCC3)CC(=O)N2CC2CCCO2)cc1 (centres undefined)	-8	4	1	-2	94	100	101	84
Cn1c(C(=O)NCCN2CCN(Cc3ccccc3)CC2)cc2c(=O)n(C)c3ccccc3c21	-2	-1	0	0	98	99	102	106
Cc1cc(OCc2nnc(SCC(=O)O)n2-c2ccccc2)ccc1Cl	-2	-2	0	-1	106	97	112	103
O=C(N/N=C/c1cc2c(cc1[N+](=O)[O-])OCO2)c1ccc2c(c1)OCO2	-22	1	-12	9	94	101	103	94
CC(=O)N1CCc2c(sc(NC(=O)CCS(=O)(=O)c3ccccc3)c2C(N)=O)C1	-14	10	3	-1	111	100	105	100
CC1(C)CC(=O)C2=C(C1)Nc1ccccc1NC2c1ccc(F)cc1 (centres undefined)	24	-8	2	5	109	104	121	108
COc1ccc2oc(C(=O)c3ccccc3)c(N)c2c1	-27	-14	-6	40	107	94	102	103
Cc1nn(CC(=O)N2CCc3ccccc3C2)c(C)c1Cl	17	-1	1	-1	101	100	97	89

10 neighbouring entries from above:
Compound	GASC-1 inh	procasp7 counter	procasp3 activ	AHR activator	LAP4 TOR yeast	RPL19A-GFP yeast	MEP2 TOR yeast	CR mimetic SO
CN(CCc1ccccn1)Cc1ccc(Cl)cc1Cl	-14	9	-1	-3	106	100	105	102
S=C(NCc1ccc(Cl)cc1Cl)NC1CCCCC1	-17	8	3	1	120	96	97	111
Cn1c(OCc2cccnc2)nc2c1c(=O)n(Cc1ccc(Cl)cc1)c(=O)n2C	5	3	3	13	97	98	104	95
CC1=C(C(=O)Nc2ccccc2C)C(c2cccnc2)n2nc(CCCO)nc2N1 (centres undefined)	3	5	7	2	92	93	106	105
CCn1cc(Cl)c(C(=O)NNC(=O)CCn2nc(C)c([N+](=O)[O-])c2C)n1	3	-1	8	0	99	110	106	109
CCC(=O)NC(=S)Nc1ccc(NC(=O)c2cc3ccccc3o2)c(OC)c1	-3	-1	6	14	106	96	99	99
CCCCOc1ccc(C2C(=O)N(C3CCCCC3)CC(=O)N2CC2CCCO2)cc1 (centres undefined)	-8	4	1	-2	94	100	101	84
Cn1c(C(=O)NCCN2CCN(Cc3ccccc3)CC2)cc2c(=O)n(C)c3ccccc3c21	-2	-1	0	0	98	99	102	106
Cc1cc(OCc2nnc(SCC(=O)O)n2-c2ccccc2)ccc1Cl	-2	-2	0	-1	106	97	112	103
O=C(N/N=C/c1cc2c(cc1[N+](=O)[O-])OCO2)c1ccc2c(c1)OCO2	-22	1	-12	9	94	101	103	94
